Source: PubChem BioAssay (National Center for Advancing Translational Sciences (NCATS))
Hsp90 Hop PPI = qHTS Assay for Disrupters of an Hsp90 Co-Chaperone Interaction. Hsp90 C-terminal peptide / TPR2A (Hop) interaction, human. AlphaScreen TPR2A-His6 binding biotin-Hsp90 C-terminal peptide. Potency, µM (doses to about 57 µM), without a hit: at the highest dose activity change, negative = inhibition. hit rate 0.44% among 71,000; active = well fitted curve in either direction with a large enough effect; inconclusive = small, poorly fitted or top-dose-only effect, or another doubt; also: potency is read from the fitted curve at half-maximal effect; % is scaled to controls: 0 for no effect and ±100 for the full control effect; many of its hits are not listed in these tables
HADH2 inhib = qHTS Assay for Inhibitors of HADH2 (Hydroxyacyl-Coenzyme A Dehydrogenase, Type II). 3-hydroxyacyl-CoA dehydrogenase type-2 (Homo sapiens), Q99714. recombinant HADH2, NADH fluorescence, beta-hydroxybutyryl-CoA. Potency, µM (doses to about 57.1 µM), for inactives: at the highest dose activity change, negative = inhibition, usual class: inhibitors. hit rate 3.4% among 73,000. AID 886, 2007; also: potency is read from the fitted curve at half-maximal effect; % is scaled to controls: 0 for no effect and ±100 for the full control effect; nearly all actives have a fitted effect of over 60% in size; many of its hits are not listed in these tables
Target sequence (Q99714 whole entry, looked up, one chain of several): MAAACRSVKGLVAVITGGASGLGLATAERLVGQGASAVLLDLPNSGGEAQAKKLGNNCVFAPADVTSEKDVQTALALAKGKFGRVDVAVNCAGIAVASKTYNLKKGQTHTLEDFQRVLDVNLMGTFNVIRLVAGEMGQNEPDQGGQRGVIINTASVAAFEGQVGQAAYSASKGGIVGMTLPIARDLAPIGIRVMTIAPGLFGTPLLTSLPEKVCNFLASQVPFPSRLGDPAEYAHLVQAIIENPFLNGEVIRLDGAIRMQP
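Activity measured as NADH fluorescence gain (360/450 nm), taken as the change between first and last reads of a 4-min kinetic run. Conditions: pH 9.0 Tris buffer, 20 nM E. coli-expressed His-tagged enzyme, 1 mM NAD+, 90 uM beta-hydroxybutyryl-CoA; 15-min compound preincubation.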
ERK AVP inh = qHTS Assay for Inhibitors of the ERK Signaling Pathway using a Homogeneous Screening Assay; HEK293-V1b, vasopressin-stimulated pERK AlphaScreen; hit rate 0.99% among 72,000; Potency, µM (series often up to 57.5 µM), for the others: at the highest dose activity, negative = inhibition, usual class: inhibitors; also: potency is read from the fitted curve at half-maximal effect; % is scaled to controls: 0 for no effect and ±100 for the full control effect; nearly all actives have a fitted effect of over 55% in size
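V1b-HEK293 cells; cpd 30 min 37C; 25 nM vasopressin 5 min; lyse 10 min; AlphaScreen beads 5 hr RT. Normalized to DMSO basal and 25 nM vasopressin; AC50 by Hill fit.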
Pol III holo inh = qHTS Assay for Inhibitors of DNA Polymerase III Holoenzyme System. reconstituted DNA polymerase III holoenzyme replication, biochemical. hit rate 0.25% among 71,000. Potency, µM (top dose mostly 57.1 µM), inactives show at the highest dose activity change, negative = inhibition. AID 603, 2007; also: potency is read from the fitted curve at half-maximal effect; % is scaled to controls: 0 for no effect and ±100 for the full control effect
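Reconstituted *E. coli* holoenzyme (0.35 nM Pol III, 1 nM beta, 154 nM SSB, 2 nM primase) was preincubated with compound for 15 min at RT. Synthesis on 1.4 nM ssM13Gori ran 35 min, then was stopped with PicoGreen/EDTA and read as dsDNA fluorescence.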
ALOX15 inhib = qHTS Assay for Inhibitors of 15-hLO (15-human lipoxygenase); Polyunsaturated fatty acid lipoxygenase ALOX15 (Homo sapiens), P16050; purified 15hLO-1, xylenol orange hydroperoxide absorbance; Potency, µM (highest dose often 57.1 µM), for the others: at the top dose activity change, negative = inhibition, usual class: inhibitors; hit rate 1.4% among 74,000; AID 887, 2007; also: potency is read from the fitted curve at half-maximal effect; % is scaled to controls: 0 for no effect and ±100 for the full control effect; nearly all actives have a fitted effect of over 55% in size
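Purified human 15hLO-1 (40 nM) in 25 mM Hepes pH 7.5, 0.01% Triton X-100, preincubated 15 min RT with compound, then 50 uM arachidonic acid for 6 min. Hydroperoxide read by ferrous/xylenol orange, 30 min; 573/405 nm absorbance ratio gave progress.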
HBB splicing = qHTS Assay for Modulators of Hemoglobin Beta Chain Splicing; HBB splicing reporter cell assay, activation; EGFP reporter with mutant IVS2-654 intron; response scale: normalised to 500 nM splice-correcting PNA; Potency, µM (doses to about 46.1 µM), without a hit: top-dose activation, usual class: activators; hit rate 0.06% among 65,000; AID 925, 2007; also: potency is read from the fitted curve at half-maximal effect; 0% is about no effect
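Compounds were applied for 2 days to HeLa EGFP-654 cells, 500/well in Optimem with 2% FCS. The reporter's EGFP is disrupted by mis-splicing of beta-globin intron IVS2-654. Readout: summed well GFP fluorescence from 488 nm laser scanning; reference was 500 nM antisense […] 654 PNA.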
Rhodamine fluor = qHTS Assay for Spectroscopic Profiling in Rhodamine Spectral Region; Rhodamine-region fluorescence, 547/598 nm, Tris buffer; hits give high values; max dye-equivalent concentration, M; hit rate 0.05% among 59,000; AID 594, 2007; in the data active = max dye-equivalent concentration above about 11 nM; inconclusive = between about 1.1 nM and that limit
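Intrinsic compound fluorescence, ex 547 / em 598 nm, CCD imager. Tris 100 mM pH 8.0; 15 min RT. Output = rhodamine dye-equivalent concentration at each compound concentration.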
TexasRed autofl = qHTS Assay for Spectroscopic Profiling in Texas Red Spectral Region | hit rate 0.06% among 59,000 | max dye-equivalent concentration, M | Compound fluorescence, Texas Red channel, 547/618 nm; hits give high values | AID 587, 2007; in the data active = max dye-equivalent concentration above about 10 nM; inconclusive = between about 1.1 nM and that limit
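qHTS profiling of intrinsic compound fluorescence; 100 mM Tris pH 8.0; 15 min RT; ex 547 / em 618 nm; response expressed as Texas Red dye-equivalent concentration from six-point plate standard.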
CRE Fsk mod = Cell signaling CRE-BLA (Fsk stim); CHO CRE-bla reporter (cAMP response element driving beta-lactamase), forskolin EC10, beta-lactamase ratio; Potency, µM (series often up to 38.2 µM), for the others: at the highest dose activity change, negative = inhibition, most hits filed as activators; hit rate 2.5% among 71,000; AID 662, 2007; active = well fitted activation curve with a large enough effect in the signal ratio, with a control signal flat, not every such curve was filed as active; inconclusive = small, poorly fitted or top-dose-only effect, or effect the other way, or a change in a side signal; the % refers to the signal ratio; also: potency is read from the fitted curve at half-maximal effect; % of control where 0% means no effect
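CRE-bla CHO reporter cells treated with compound titration plus EC10 NKH 477 (water-soluble forskolin), incubated 3 h at 37 °C; CCF4 loading 2 h at room temperature, 460/530 nm emission ratio read, AC50 values derived for positive or negative modulators.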
Luciferase inh = qHTS Assay for Inhibitors of Firefly Luciferase. Luciferin 4-monooxygenase (Photinus pyralis), P08659. purified firefly luciferase, luminescence, 8 min. Potency, µM (highest dose often 57.1 µM), without a hit: at the highest dose activity change, negative = inhibition, usual class: inhibitors. hit rate 2.2% among 72,000. AID 411, 2009; also: potency is read from the fitted curve at half-maximal effect; % is scaled to controls: 0 for no effect and ±100 for the full control effect; nearly all actives have a fitted effect of over 40% in size
Target sequence (P08659 whole entry, looked up): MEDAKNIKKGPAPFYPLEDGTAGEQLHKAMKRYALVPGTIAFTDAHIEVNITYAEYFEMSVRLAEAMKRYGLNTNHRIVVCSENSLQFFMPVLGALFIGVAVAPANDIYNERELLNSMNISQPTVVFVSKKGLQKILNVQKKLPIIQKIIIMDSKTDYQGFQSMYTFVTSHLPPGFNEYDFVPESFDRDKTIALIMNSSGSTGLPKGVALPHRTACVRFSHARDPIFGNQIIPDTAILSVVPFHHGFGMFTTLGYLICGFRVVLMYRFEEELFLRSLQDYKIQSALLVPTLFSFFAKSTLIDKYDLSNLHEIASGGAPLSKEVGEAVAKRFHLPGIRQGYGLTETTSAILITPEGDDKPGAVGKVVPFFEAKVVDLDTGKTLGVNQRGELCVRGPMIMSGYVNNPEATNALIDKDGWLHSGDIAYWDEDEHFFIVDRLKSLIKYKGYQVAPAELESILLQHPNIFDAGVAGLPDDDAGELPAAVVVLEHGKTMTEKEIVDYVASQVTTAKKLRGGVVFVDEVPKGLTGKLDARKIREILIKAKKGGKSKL
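Inhibition of light generation by firefly luciferase from ATP and luciferin was profiled with concentration-response curves per sample, ATP held at 10 uM within the enzyme's linear range. Plates were read by luminescence after an 8-minute ambient incubation.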
Tau fil binding = qHTS Assay for Tau Filament Binding. Microtubule-associated protein tau (Homo sapiens), P10636. recombinant tau filaments, thioflavin S fluorescence, 15 h; filaments grown with octadecylsulfate alongside compound. Potency, µM (highest dose often 57.1 µM), without a hit: at the highest dose activity change, negative = inhibition. hit rate 2% among 71,000;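 also: potency is read from the fitted curve at half-maximal effect; % is scaled to controls: 0 for no effect and ±100 for the full control effect; actives lower thioflavin S fluorescence by blocking filaments or displacing dye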
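Assay mix: 1 uM His-tagged tau, 30 uM sodium octadecylsulfate, thioflavine S dye in HEPES/NaCl/DTT buffer. Compound is added prior to the inducer. Fluorescence after 15 h at 37 C.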
* hit, by the source's call; i = inactive; ? = inconclusive; . = no result given; [ ] = another dose, or the depositor's remark. Unless noted, calls follow the shape of the dose curve; as a rule, active = well fitted curve in the direction sought with a large enough effect; inconclusive = small, poorly fitted or top-dose-only effect, or another doubt; inactive = no such curve, though single readings can be large; an effect the other way counts as inactive or inconclusive. The list is partial, so the mix of outcomes need not match the whole.

SMILES	Hsp90 Hop PPI	HADH2 inhib	ERK AVP inh	Pol III holo inh	ALOX15 inhib	HBB splicing	Rhodamine fluor	TexasRed autofl	CRE Fsk mod	Luciferase inh	Tau fil binding
Cn1cccc1Cc1nnc(SCC(=O)Nc2ccc(F)cc2F)n1-c1ccc(F)cc1	-2%[2.3 µM]	-1%	-19%	-1%	-17%	-0.7%	.	.	-13%	2%	34%
CC(C)C(=O)Nc1ccc2c(c1)nc1n2CCSC1	-3%	?	-11%	6%	-5%	4.0%[0.369 µM]	i	i	2%	-7%	-10%
Cc1ccc(S(=O)(=O)N2CCOCC2)cc1C(=O)N1CCOCC1	0%	-23%	12%	-4%	-1%	.	i	i	1%	0%	-8%
O=C(Nc1cccnc1N1CCOCC1)c1cc2ccccc2oc1=O	-3%	-3%	-15%	-3%	0%	0.3%[57.5 µM]	i	?	4%	-1%	-9%
COc1cccc(-c2cc(C(=O)NCc3ccc(Cl)cc3)no2)c1	2%	2%	33%	2%	-17%	-0.2%	i	i	?	5%	29%
N/C(CC(=O)NCCOc1ccccc1)=N\O	1%	-7%	-15%	-1%	-1%	-1.1%	i	?	-2%	1%	-7%
O=C(O)c1cc(/C=N\O)ccc1OCc1ccccc1	-2%	-17%	-1%	-1%	-9%	0.0%	i	i	-5%	-1%	-3%
CCOC(=O)NC(=O)CSc1nnnn1-c1ccc(Cl)cc1	-4%	-2%	-4%	-8%	3%	-3.1%	i	i	0%	0%	-2%
Cn1c(NCCO)nc2c(c1=O)C1(CCCCC1)Cc1ccccc1-2	-4%	32µM*	.	-2%	-19%	-1.0%	.	.	?	1%	25%
COc1ccc(OC)c(C2C(C(C)=O)=C(O)C(=O)N2c2ccc(O)cc2)c1 (stereo not given)	?	-7%	12%	-11%	22%	2.6%	i	i	?	1%	-7%
Clc1ccc(Cn2ncc3c(N4CCCCC4)ncnc32)cc1	4%	0%	?	-4%	-18%	-1.3%	i	i	5%	1%	4%
CCc1oc(C(=O)O)cc1CN(CC)CC	1%	-4%	20%	-7%	3%	4.3%[57.5 µM]	i	i	-7%	2%	-5%
C=C(C)c1cccc(C(C)(C)NC(=O)Nc2ncccn2)c1	-10%	-1%	1%	-2%	0%	-0.4%	i	i	?	0%	8%
c1ccc2nc(-c3nc4ccccc4[nH]3)ccc2c1	-1%	32µM*	5%	-6%	41%[activator]	0.0%[57.5 µM]	i	i	4%	0.79µM*	-1%
c1ccc(C2=Nn3c(nnc3-c3n[nH]c4c3CCC4)SC2)cc1	-8%	8%	?	-8%	4%	1.4%[0.369 µM]	i	i	?	0%	-11%
COC(=O)[C@H](C)NC(=O)Nc1ccc(C)c(C)c1	-3%	4%	5%	1%	13%	1.2%[57.5 µM]	i	?	-8%	-5%	-1%
CC(C)C12CN3CC(C(C)C)(CN(C1)C3c1ccccc1)C2O (stereo not given)	-5%[11 µM]	8%[11.4 µM]	-28%	1%[11.4 µM]	2%[11.4 µM]	2.8%[0.0738 µM]	.	.	?	1%	-26%[11.4 µM]
O=C(OCC(=O)N1CCCCC1)c1c[nH]c(=O)[nH]c1=O	-3%	3%	11%	0%	4%	-2.4%	i	?	-6%	-1%	-5%
COc1ccc(C(C)C)cc1S(=O)(=O)Nc1ccc(Cl)cn1	1%	14%	-1%	-6%	-1%	0.6%	i	?	-3%	-32%	5%
CCN(CC)S(=O)(=O)c1ccc(NC2c3ncccc3C(=O)N2Cc2ccccc2)cc1 (stereo not given)	-3%	?	9%	-6%	?	0.3%	i	i	-22%	2%	3%
O=C(CN1CCC(NC(=O)c2cccc(F)c2)CC1)NCc1ccccc1F	-1%	23%	-6%	-2%	6%	0.3%[57.5 µM]	i	?	0%	2%	-6%
Cc1c(C(N)=O)c(N)c(C(=O)c2ccccc2)n1-c1ccccc1	-5%	-12%	-12%	-4%	-2%	-1.0%	.	.	-2%	0%	-5%
CC1(c2cccs2)CC(c2cccs2)=C(C#N)C(=O)N1 (stereo not given)	?	-18%	-6%	-13%	-3%	3.0%	i	i	?	-1%	-6%
O=S1(=O)N=C(Nc2ccc(N3CCOCC3)cc2)c2ccccc21	-6%	-11%	-13%	3%	-9%	-2.0%	i	?	-5%	13µM*	-13%
CCOc1cccc(NC(=O)c2ccc(S(=O)(=O)N(C)C)cc2)c1	0%	-4%	.	-3%	0%	-0.7%	.	.	-6%	-1%	4%
COc1ccc(OCCC(=O)OCC(=O)NCc2ccco2)cc1	-11%	3%	-18%	-6%	13µM*	0.1%[57.5 µM]	i	i	-7%	-3%	8%
COc1ccc(C2C(C(=O)Nc3ccccc3OC)=C(C)Nc3nnnn32)c(OC)c1 (stereo not given)	3%	-2%	16%	-4%	2%	-3.4%	i	i	2%	1%	-7%
O=C(Nc1ccc(N2CCCC2)cc1)c1ccc(Br)o1	?	?	-14%	-16%[11.4 µM]	?	-0.8%[0.0738 µM]	.	.	?	2.5µM*	3.2µM*
c1cc2c(cc1Nc1nc(-c3ccc4c(c3)OCO4)cs1)OCCO2	-17%	?	-4%	-4%	-30%	-0.2%[57.5 µM]	i	?	?	13µM*	25µM*
CS(=O)(=O)N(C(=O)NC(=O)NC1CCS(=O)(=O)C1)C1CCCCC1 (stereo not given)	-1%	-5%	-4%	-2%	3%	3.1%	i	i	0%	1%	4%
COc1ccc(CC(NC(C)=O)C(=O)NC2CCN(c3c4c(nc5ncnn35)CCC4)CC2)cc1 (stereo not given)	-2%	2%	-6%	-6%	0%	-5.6%	i	i	?	-37%	8%
COc1ccccc1OCc1nnc(SCC(=O)NCc2ccco2)n1Cc1ccco1	-6%	-14%	12%	-8%	1%	.	i	i	0%	0%	7%
CCOc1cccc(C(=O)N(Cc2ccc(F)cc2)C2CCS(=O)(=O)C2)c1 (stereo not given)	-2%	12%	-9%	-5%	8%	0.2%[57.5 µM]	i	i	-4%	3%	17%
COc1cc(NC(=O)c2cc3ccccc3o2)c(OC)cc1Cl	3%	-6%	-5%	-3%	4%	-1.3%	.	.	?	0%	162%
COc1ccc(NC(=O)CN2CCN(CC(=O)Nc3ccc4c(c3)OCO4)CC2)cc1	-13%	-7%	?	6%	-11%	-2.3%	i	i	-2%	3%	14%
CSc1cccc(NC(=O)OC2CCCCCCCCCCC2)c1	-2%[11 µM]	2%[11.4 µM]	5%[11.5 µM]	-7%[11.4 µM]	-6%[11.4 µM]	-0.8%[9.22 µM]	i	i	?	2%[11.4 µM]	9%[11.4 µM]
CC(C)CC(=O)Nc1ccc(-c2cn3ccsc3n2)cc1	-9%	7%	-28%	-3%	-8%	-0.7%	i	i	12%	3.2µM*	13µM*
CC(CN1CCCC1)OC(=O)COc1ccccc1 (stereo not given)	3%	8%	10%	-4%	-11%	-6.7%	i	i	-6%	1%	-10%
CN1C(=O)N(C)C(NC(=O)Nc2ccccc2)C1NC(=O)Nc1ccccc1 (stereo not given)	0%	3%	-2%	-2%	2%	-0.4%[0.369 µM]	i	?	1%	-4%	-25%
CCC(C)NC(=O)C(NS(=O)(=O)c1cccc2nsnc12)c1ccccc1 (stereo not given)	-10%	?	7%	-3%	0%	0.2%	i	i	?	3%	0%
Brc1c(CSc2nncn2-c2ccccc2)nc2sccn12	-2%	-6%	1%	-3%	13%	-2.3%	i	i	10%	5%	7%
Cc1c(C(=O)Nc2ccncc2)oc2ccccc12	-4%	0%	?	0%	8%	.	i	i	29%	-10%	-2%
N#Cc1c(SCC(N)=O)nc2c(c1-c1ccc(O)cc1)CCCC2	-3%	?	-25%	-1%	-2%	-1.3%[9.22 µM]	.	.	?	-1%	48%
